Screening data (PubChem BioAssay)
WRN helicase inh: WRN helicase (human) inhibition; Q14191; WRN helicase unwinding, fluorescent forked duplex, kinetic; Potency, µM (titrated, usually from 114 µM), for the others: at the top dose activity change, negative = inhibition, hits mostly inhibitors; 0.46% of 360,000 active; AID 651768; also: potency is read from the fitted curve at half-maximal effect; % is scaled to controls: 0 for no effect and ±100 for the full control effect; nearly all actives have a fitted effect of over 55% in size
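Enzyme (20 nM final) and test compound sit together 15 min at room temperature before substrate addition. Substrate is a single-forked duplex oligonucleotide (100 nM) labelled with fluorophore and quencher, with 2 mM ATP; helicase unwinding raises red fluorescence, read kinetically.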
CCT chaperon mod: changes cytosolic chaperonin activity. purified chaperonin ATPase assay, HTRF ADP detection, 30 min. 0.3% of 360,000 active. activity change, % (test concentration not listed), hits read low; in the data active = activity change below about -30%; also: % is scaled to controls: 0 for no effect and ±100 for the full control effect
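We incubate TRiC, 40 or 20 nM final, with library compounds at 76 uM and 10 uM ATP for 30 min at 37 °C. ADP formed is detected with Transcreener HTRF reagents after 30 min at room temperature.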
EPAC1 antagonist: blocks human EPAC1 exchange factor; O95398; EPAC1 GEF assay, Rap1b-BODIPY-GDP exchange fluorescence; Potency, µM (titrated, usually from 115 µM), for the others: at the top dose activity change, negative = inhibition, usual class: inhibitors; 0.14% of 360,000 active; AID 720709;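 also: potency is read from the fitted curve at half-maximal effect; plate controls were vehicle for no effect and positive control for full effect; nearly all actives have a fitted effect of over 50% in size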
PI5P4K alpha inh: inhibitors of human PI5P4K alpha; P48426; PI5P4Kalpha enzyme, ADP-Glo luminescence, 60 min; hits give low values; max response, %; 1.2% of 330,000 active; active = max response of -50% or lower; inconclusive = between -30% and -50%; inactive = -30% or higher; also: value at the top dose of about 77 µM; % is scaled to controls: 0 for no effect and ±100 for the full control effect
Target sequence (P48426 whole entry, looked up): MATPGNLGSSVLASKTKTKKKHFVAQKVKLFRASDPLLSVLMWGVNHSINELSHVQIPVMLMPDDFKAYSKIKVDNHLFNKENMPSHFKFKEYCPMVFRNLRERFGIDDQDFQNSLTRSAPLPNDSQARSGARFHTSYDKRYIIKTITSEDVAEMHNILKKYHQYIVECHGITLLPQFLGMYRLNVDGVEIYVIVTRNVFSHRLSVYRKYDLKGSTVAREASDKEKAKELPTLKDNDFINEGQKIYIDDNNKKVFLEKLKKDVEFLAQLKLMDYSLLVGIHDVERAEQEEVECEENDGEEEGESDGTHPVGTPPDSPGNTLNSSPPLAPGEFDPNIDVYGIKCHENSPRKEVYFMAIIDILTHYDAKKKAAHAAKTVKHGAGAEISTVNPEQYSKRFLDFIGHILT
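ADP-Glo luminescence end-point read after a 60 min room-temperature kinase reaction of PI5P4Kalpha plus substrate, initiated with ATP at 5 microM final. Buffer: 0.038 M HEPES pH 7.4, EGTA, 0.1% CHAPS, 5% DMSO.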
EPAC1 ag: EPAC1 (human) agonism; AID 720707; 0.073% of 360,000 active; EPAC1 agonist qHTS, biochemical assay; response scale: 100% = response to 6.5 mM cAMP; Potency, µM (doses to about 154 µM), for the others: top-dose activation, usual class: activators; also: potency is read from the fitted curve at half-maximal effect; nearly all actives have a fitted effect of over 60% in size
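Normalized to 6.5 mM cAMP, activity reflects EPAC1-catalysed release of BODIPY-GDP from Rap1B, followed kinetically over 30 min at 480 nm excitation, 540 nm emission. Reaction contained 100 nM EPAC1, 250 nM Rap1B-BODIPY-GDP, 50 uM GDP.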
EPAC2 ag: activates human EPAC2 exchange factor | Q8WZA2 | EPAC2 activation, biochemical qHTS; response scale: 100% = 6.5 mM cAMP response | Potency, µM (top dose mostly 154 µM), for inactives: top-dose activation, most hits filed as activators | 0.079% of 360,000 active | AID 720711; also: potency is read from the fitted curve at half-maximal effect; nearly all actives have a fitted effect of over 50% in size
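In this primary screen, activation is scored as increased exchange of BODIPY-GDP from Rap1B by 100 nM EPAC2, with 50 uM GDP as competitor. Signal is normalized to the 6.5 mM cAMP agonist control.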
PLK1 PBD inh: inhibitors of human PLK1 polo-box domain binding. Plk1 PBD binding of FITC phosphopeptide, fluorescence polarization. Potency, µM, inactives show max response, negative = inhibition, hits mostly inhibitors. 2.8% of 360,000 active. AID 720504; also: potency is read from the fitted curve at half-maximal effect; series mostly up to about 57 µM; % is scaled to controls: 0 for no effect and ±100 for the full control effect; nearly all actives have a fitted effect of over 65% in size
Target sequence (P53350 whole entry, looked up, the tested form may be a part): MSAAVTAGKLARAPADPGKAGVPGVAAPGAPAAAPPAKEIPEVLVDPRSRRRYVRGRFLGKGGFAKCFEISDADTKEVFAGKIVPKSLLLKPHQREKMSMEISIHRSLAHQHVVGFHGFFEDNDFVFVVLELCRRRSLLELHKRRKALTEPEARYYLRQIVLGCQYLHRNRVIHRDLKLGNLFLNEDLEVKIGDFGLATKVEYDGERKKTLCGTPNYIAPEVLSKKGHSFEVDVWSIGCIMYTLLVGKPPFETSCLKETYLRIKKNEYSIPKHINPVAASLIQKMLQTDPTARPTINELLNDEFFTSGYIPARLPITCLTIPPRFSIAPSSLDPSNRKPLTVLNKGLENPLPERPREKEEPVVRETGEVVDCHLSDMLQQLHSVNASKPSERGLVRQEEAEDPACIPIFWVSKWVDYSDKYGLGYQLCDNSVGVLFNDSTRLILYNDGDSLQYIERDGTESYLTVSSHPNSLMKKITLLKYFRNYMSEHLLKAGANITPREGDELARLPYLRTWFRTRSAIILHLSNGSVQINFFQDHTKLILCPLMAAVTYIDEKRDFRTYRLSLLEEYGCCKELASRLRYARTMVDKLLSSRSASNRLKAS
IL-2 act: IL-2 activation | IL-2 activation reporter assay, cell-based qHTS; stimulated with anti-CD3/CD4/CD28 beads; in transgenic mouse T cells | activation, % (series mostly up to about 46 µM) | 0.065% of 360,000 active | AID 652025; in the data active = activation above about 50%; inconclusive = mostly about 30% to 49%; also: 0% is about no effect
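Readout is EGFP and DsRed signal by fluorescent plate cytometry after 18 h at 37 degrees C. Transgenic mouse T cells (750/well) received compound for 60 min before bead stimulation (anti-CD3, anti-CD4, anti-CD28); memory T cells served as non-tolerant control.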
* marks the source's active call; other numbers are inactive results; ? = inconclusive; · = not tested or not shown; [ ] = dose if it differs, or a comment. Unless noted, calls follow the shape of the dose curve; as a rule, active = well fitted curve in the direction sought with a large enough effect; inconclusive = small, poorly fitted or top-dose-only effect, or another doubt; inactive = no such curve, though single readings can be large; an effect the other way counts as inactive or inconclusive. Only part of the results is shown; rates above refer to the full screens.

item | canonical_smiles | WRN helicase inh | CCT chaperon mod | EPAC1 antagonist | PI5P4K alpha inh
1 | COc1ccc(/C=C/C(=O)NC(=S)NNC(=O)c2cc(OC)c(OC)c(OC)c2)cc1 | -2% | -0.9 | -2% | 0
2 | Cc1oc(-c2ccc(Cl)cc2)nc1CN1CCC(C(=O)NCCCN2CCCC(C)C2)CC1 (centres undefined) | 8% | 1.1 | 17% | -3
3 | CCOC(=O)C1(Cc2cccc(Cl)c2)CCCN(C(=O)c2cccnc2)C1 (centres undefined) | 0% | -1.5 | -10% | 2
4 | CC(=O)N1CCc2cc(Br)cc(S(=O)(=O)NCc3ccccn3)c21 | 2% | -0.4 | -12% | 0
5 | Cc1ccc(/C(N)=N/OC(=O)C(C)c2ccc([N+](=O)[O-])cc2)cc1 (centres undefined) | -6% | 1.3 | -8% | 24
6 | CCc1ccccc1NC(=O)N1CCCc2ccccc21 | -3% | 0.2 | -7% | 2
7 | CCN1C(=O)[C@@H]2[C@@H](c3ccc(-c4cc(C(C)=O)cs4)cc3)N3CCC[C@@]3(C(=O)OC)[C@@H]2C1=O | -1% | -0.1 | -3% | 1
8 | Cn1c(=O)c2c([nH]c(=O)n2C)n(Cc2ccccc2)c1=O | -5% | 1.8 | 3% | 9

item | EPAC1 ag | EPAC2 ag | PLK1 PBD inh | IL-2 act
1 | 8% | -1% | -10% | 0.2
2 | 5% | 3% | -11% | -5.0
3 | -14% | -5% | -21% | -1.0
4 | -1% | -2% | ? | -0.3
5 | 4% | 12% | -4% | -0.7
6 | -14% | -1% | 0% | -2.3
7 | 4% | 2% | 5% | 0.6
8 | 9% | 3% | 1% | -2.7

Later entries.
item | canonical_smiles | WRN helicase inh | CCT chaperon mod | EPAC1 antagonist | PI5P4K alpha inh
9 | COC(=O)c1ccc(CSc2ncnc3sc(C)c(C)c23)o1 | -4% | -0.5 | 10% | ·
10 | COc1ccc(NC(=O)C2CC(=O)N/C(=N/N=C/c3ccccc3)S2)cc1 (centres undefined) | 7% | -0.4 | -7% | 1
11 | COc1ccccc1C#Cc1ccc2c(=O)c3ccccc3n(C)c2c1 | 1% | 0.4 | -1% | 3
12 | COC(=O)c1ccc(C)c(NC(=O)CCc2ccc(OC)c(OC)c2)c1 | -26%[57.1 µM] | -0.5 | 9% | -5
13 | O=C(NCCS(=O)(=O)NCc1ccco1)c1ccccc1 | 7% | -0.7 | -13% | 1
14 | COC(=O)c1cc2ccccn2c2c(C(=O)OC)c(C(=O)OC)cc1-2 | -9% | -5.9 | -14% | 0
15 | O=S(=O)(c1ccc(F)cc1)N1CCN(C(=S)NC2CC2)CC1 | 0% | 3.2 | 18% | 0
16 | C/C(=N\NC(=O)c1ccc(Br)cc1)c1cccnc1 | 1% | -1.0 | -21% | 1

item | EPAC1 ag | EPAC2 ag | PLK1 PBD inh | IL-2 act
9 | 7% | 6% | -24% | -1.5
10 | 3% | 3% | -19% | -0.5
11 | 3% | 7% | 3% | 0.2
12 | 5% | 1% | 3% | 0.8
13 | -3% | 6% | -7% | 0.2
14 | 14% | -3% | -1% | -7.8
15 | 2% | 2% | -5% | -0.2
16 | 9% | 9% | -8% | -1.5

Going on with the list:
item | canonical_smiles | WRN helicase inh | CCT chaperon mod | EPAC1 antagonist | PI5P4K alpha inh
17 | CS(=O)(=O)Oc1ccc2c(c1)O/C(=C\C=C\c1ccccc1)C2=O | 6% | 2.7 | -23% | 1
18 | O=[N+]([O-])c1ccc(Cl)c(/C=N/n2c(-c3ccncc3)n[nH]c2=S)c1 | -29% | -0.2 | 4% | -1
19 | O=C(N/C(=C\c1ccco1)C(=O)N1CCOCC1)c1ccccc1Cl | 3% | 1.7 | -6% | -16
20 | O=C(COC(=O)c1oc2ccccc2c1COc1ccccc1)NCCN1C(=O)CSC1=O | -1% | 0.1 | -8% | 0
21 | O=c1[nH]cnc2ncc(-c3ccc(O)cc3)nc12 | ? | -1.0 | -9% | ?
22 | CCOC(=O)C1=CCN(S(=O)(=O)c2ccc(Br)cc2)C1c1ccccc1 (centres undefined) | -3% | -2.9 | -9% | 10
23 | C/C(=N/NC(=O)c1ccccc1)c1ccc(NC(=O)C(F)(F)F)cc1 | 16% | 0.9 | -5% | -8
24 | O=C(NCCCN1CCN(c2ccccc2F)CC1)C1CCC(=O)N1C1CCCC1 (centres undefined) | 2% | -1.7 | -5% | 1

item | EPAC1 ag | EPAC2 ag | PLK1 PBD inh | IL-2 act
17 | -24% | 6% | 2% | 1.3
18 | -4% | 2% | -14% | 1.8
19 | 2% | 8% | -5% | 0.7
20 | -10% | 20% | 0% | -0.1
21 | -3% | 5% | 1% | -0.5
22 | 7% | 14% | -8% | -0.8
23 | -4% | 8% | 0% | 3.8
24 | -3% | 1% | 3% | -1.3

Later entries:
item | canonical_smiles | WRN helicase inh | CCT chaperon mod | EPAC1 antagonist | PI5P4K alpha inh
25 | CCOc1ccc2nc(COC(=O)c3ccco3)c(C(C)=O)[n+]([O-])c2c1 | -4% | -3.4 | -7% | 7
26 | O=C(CSCC(=O)Nc1ccccc1)N/N=C/c1c(O)ccc2ccccc12 | -13% | -3.0 | -1% | ·
27 | O=C(COc1ncnc2c(Cl)cc(Cl)cc12)Nc1cc([N+](=O)[O-])ccc1Cl | -11% | 0.8 | -10% | 0
28 | CCC(C)[C@H](NC(=O)N1CCn2c1nc1ccccc12)C(=O)NCc1ccc(OC)cc1 (some centres undefined) | 2% | 1.4 | 1% | 5
29 | CNC(=O)c1nnc(Cc2ccc(F)cc2)o1 | -5% | -5.7 | 1% | 1
30 | FC(F)(F)c1cccc(OCC2CNC(=S)O2)c1 (centres undefined) | 4% | -2.5 | -7% | -5
31 | CCN(CC)c1ccc(S(=O)(=O)N2CCOCC2)cc1NC(=O)CSC(=S)N1CCCC1 | -2% | 0.3 | -20% | 3
32 | COc1cc(/C=C(\C#N)c2nc(-c3cc4ccccc4oc3=O)cs2)ccc1O | -8% | -2.7 | 1% | -26

item | EPAC1 ag | EPAC2 ag | PLK1 PBD inh | IL-2 act
25 | 0% | -3% | -2% | 1.7
26 | 20% | 12% | -2% | 13
27 | 7% | -19% | -1% | -1.6
28 | 0% | 2% | -7% | 0.3
29 | -3% | 11% | -4% | 4.1
30 | 0% | 14% | -10% | -0.4
31 | 1% | -8% | 13µM* | -1.8
32 | 7% | -16% | 4% | -2.2

Reformatted: entries from further up.
Values in the order: WRN helicase inh, CCT chaperon mod, EPAC1 antagonist, PI5P4K alpha inh, EPAC1 ag, EPAC2 ag, PLK1 PBD inh, IL-2 act
(23) C/C(=N/NC(=O)c1ccccc1)c1ccc(NC(=O)C(F)(F)F)cc1
  16%, 0.9, -5%, -8, -4%, 8%, 0%, 3.8
(24) O=C(NCCCN1CCN(c2ccccc2F)CC1)C1CCC(=O)N1C1CCCC1 (centres undefined)
  2%, -1.7, -5%, 1, -3%, 1%, 3%, -1.3
(25) CCOc1ccc2nc(COC(=O)c3ccco3)c(C(C)=O)[n+]([O-])c2c1
  -4%, -3.4, -7%, 7, 0%, -3%, -2%, 1.7
(26) O=C(CSCC(=O)Nc1ccccc1)N/N=C/c1c(O)ccc2ccccc12
  -13%, -3.0, -1%, ·, 20%, 12%, -2%, 13
(27) O=C(COc1ncnc2c(Cl)cc(Cl)cc12)Nc1cc([N+](=O)[O-])ccc1Cl
  -11%, 0.8, -10%, 0, 7%, -19%, -1%, -1.6
(28) CCC(C)[C@H](NC(=O)N1CCn2c1nc1ccccc12)C(=O)NCc1ccc(OC)cc1 (some centres undefined)
  2%, 1.4, 1%, 5, 0%, 2%, -7%, 0.3
(29) CNC(=O)c1nnc(Cc2ccc(F)cc2)o1
  -5%, -5.7, 1%, 1, -3%, 11%, -4%, 4.1

More compounds.
item | canonical_smiles | WRN helicase inh | CCT chaperon mod | EPAC1 antagonist | PI5P4K alpha inh
33 | CC(Oc1ccc2ccc(=O)oc2c1)C(=O)NC1CCN(Cc2ccccc2)CC1 (centres undefined) | 1% | -1.6 | -15% | 1
34 | COc1ccc(CNCCC2(C(C)C)CCOC(C)(C)C2)cc1 (centres undefined) | -1% | -0.6 | -21% | 3
35 | CCOc1ccccc1NC(=O)C(Sc1nnnn1C)c1ccccc1 (centres undefined) | 6% | 0.3 | -9% | 0
36 | COc1ccc(OCC(=O)OCC(=O)N2C(C)CCCC2C)cc1 (centres undefined) | -1% | 0.2 | -7% | -3
37 | O=C(c1ccco1)n1nc(-c2ccccc2)nc1SCc1ccccc1 | 6% | -2.0 | -15% | 8
38 | CC(C)N1CCc2c(sc(NC(=O)c3ccc4ccccc4c3)c2C(N)=O)C1 | 27% | -0.9 | 20% | -4
39 | CNC(=S)N(CCc1cccc(C)c1)Cc1cc2cc(OC)c(OC)cc2[nH]c1=O | -5% | 1.7 | -7% | 0
40 | CCOc1ccc(-c2c(C(=O)N/N=C/c3ccc(C)s3)nnn2-c2nonc2N)cc1 | -14% | 2.6 | ? | -20

item | EPAC1 ag | EPAC2 ag | PLK1 PBD inh | IL-2 act
33 | 7% | 16% | -9% | -0.3
34 | -11% | 2% | -14% | 2.5
35 | -6% | 12% | 1% | 0.8
36 | 18% | -4% | 5% | -0.5
37 | 14% | 5% | -9% | -2.3
38 | -64%[inhibitor] | -83%[inhibitor] | 6% | -4.3
39 | 0% | -7% | 0% | 1.1
40 | 10% | 16% | 2% | -1.4

The list goes on:
item | canonical_smiles | WRN helicase inh | CCT chaperon mod | EPAC1 antagonist | PI5P4K alpha inh
41 | CCc1ccccc1N1C(=O)c2ccccc2S1(=O)=O | -21% | -6.1 | -19% | -1
42 | O=S(=O)(c1ccc(Br)s1)N1CCN(c2ccnc3cc(Cl)ccc23)CC1 | -1% | -1.6 | 14% | 0
43 | COc1ccc(C(C(=O)NC2CCCC2)N(C(=O)c2csnn2)C2CCCC2)cc1 (centres undefined) | 3% | 0.9 | 15% | 3
44 | CN(C)NC1CCS(=O)(=O)C1 (centres undefined) | -2% | -1.7 | 7% | ·
45 | O=C(CN1CCN(Cc2ccc(F)cc2Cl)C1=O)NCCc1ccccc1 | -8% | 0.7 | -8% | -14
46 | S=C(NCc1ccc(Cl)cc1)Nc1ccncc1 | 5% | -3.3 | 19% | 3

item | EPAC1 ag | EPAC2 ag | PLK1 PBD inh | IL-2 act
41 | -10% | 12% | -15% | -0.3
42 | 7% | 2% | 2% | -2.6
43 | -2% | 2% | -5% | 0.8
44 | 2% | 7% | -15% | -3.5
45 | -21% | 9% | 2% | -1.0
46 | 3% | 8% | -12% | -5.7
